Assay outcomes (PubChem BioAssay)
SKN-1 inh: suppressors of acrylamide-induced Pgst-4::GFP reporter in worms, primary screen, SKN-1 inhibitor project, whole organism, uHTS, GFP/RFP fluorescence ratio, strain VP596; C. elegans VP596 Pgst-4::GFP/RFP ratio, 24 h; inhibition, % at 21.8 µM; hit rate 0.49% among 360,000; AID 624304, 2012;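 active = interference check ratio from 0.5 to 1.5 plus GFP to RFP signal ratio inhibition reaching or exceeding a fixed threshold, cut at about 30% in these data, passing the limit was not always enough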; also: some compounds called inactive have numbers as strong as hits
E coli Lon inh: inhibitors of E. coli Lon protease, primary screen, biochemical, fluorescence polarization; purified E. coli Lon protease; inhibition, % at 7.94 µM; hit rate 0.42% among 360,000; AID 602123, 2011; in the data active = inhibition above about 13%, passing the limit was not always enough;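 also: 0% = enzyme with probe and DMSO and 100% = no enzyme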
MsrA act: bovine MsrA enzyme activators, primary screen, biochemical, absorbance, HTS. Methionine sulfoxide reductase A (Bos taurus). purified bovine MsrA, absorbance read-out. activation, % at 10.6 µM. hit rate 0.3% among 360,000; in the data active = activation above about 7.5%;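 also: 0% = vehicle and 100% = reference activator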
MsrA inhibitor: bovine MsrA enzyme inhibitors, primary screen, biochemical, absorbance, HTS | Methionine sulfoxide reductase A (Bos taurus) | purified bovine MsrA, absorbance read-out | inhibition, % at 15.5 µM | hit rate 0.75% among 360,000; in the data active = inhibition above about 4.5%;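 also: 0% = vehicle wells with enzyme and 100% = reference inhibitor wells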
FAS-TE inh: FAS thioesterase domain inhibitors, primary screen, biochemical, fluorescence intensity, uHTS | hit rate 0.67% among 360,000 | Fatty acid synthase (Homo sapiens), P49327 | inhibition, % at 15 µM | recombinant FAS-TE, OMFH fluorogenic substrate, fluorescence endpoint;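 active = compounds whose normalised, plate-corrected inhibition of enzyme fluorescence in the single-dose primary screen is 50% or more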;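 also: 0% = DMSO with enzyme and 100% = substrate without enzyme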
MT1-MMP act inh: blockers of MT1-MMP proenzyme processing, primary screen, HT1080 RFP-PRO-GFP cells, GFP/RFP fluorescence; GFP/RFP ratio fluorescence, overnight; percent of plate control window, DMSO zero; GFP/RFP ratio change, % at 20 µM; hit rate 0.061% among 360,000; AID 651647, 2012;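 active = GFP/RFP ratio change of at least 30% with cell ATP level not reduced by more than half and red fluorescence within 50% of control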; also: strong numbers were not always called active
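Test system: HT1080 RFP-PRO-GFP cells; Benchmarks: DMSO and RFP-L50D-GFP cell wells; Timing: cells overnight before dosing, compound overnight, 37 °C, 5% CO2; Compound: one 20 µM compound dose with 1% DMSO; Read-out: GFP/RFP fluorescence ratio.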
NRP1-CendR mod: modulators of CendR peptide binding to NRP-1, primary screen, biochemical, fluorescence polarization, uHTS. Neuropilin-1 (Homo sapiens), O14786. FAM-RPARPAR peptide binding to NRP-1. inhibition, % at 25 µM. hit rate 0.85% among 360,000;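 active = inhibition or corrected inhibition above about 18%, plus a signal ratio from 0.5 to 1.5, limit read from the data, passing the limit was not always enough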; also: strong numbers were not always called active
Target sequence (O14786 whole entry, looked up): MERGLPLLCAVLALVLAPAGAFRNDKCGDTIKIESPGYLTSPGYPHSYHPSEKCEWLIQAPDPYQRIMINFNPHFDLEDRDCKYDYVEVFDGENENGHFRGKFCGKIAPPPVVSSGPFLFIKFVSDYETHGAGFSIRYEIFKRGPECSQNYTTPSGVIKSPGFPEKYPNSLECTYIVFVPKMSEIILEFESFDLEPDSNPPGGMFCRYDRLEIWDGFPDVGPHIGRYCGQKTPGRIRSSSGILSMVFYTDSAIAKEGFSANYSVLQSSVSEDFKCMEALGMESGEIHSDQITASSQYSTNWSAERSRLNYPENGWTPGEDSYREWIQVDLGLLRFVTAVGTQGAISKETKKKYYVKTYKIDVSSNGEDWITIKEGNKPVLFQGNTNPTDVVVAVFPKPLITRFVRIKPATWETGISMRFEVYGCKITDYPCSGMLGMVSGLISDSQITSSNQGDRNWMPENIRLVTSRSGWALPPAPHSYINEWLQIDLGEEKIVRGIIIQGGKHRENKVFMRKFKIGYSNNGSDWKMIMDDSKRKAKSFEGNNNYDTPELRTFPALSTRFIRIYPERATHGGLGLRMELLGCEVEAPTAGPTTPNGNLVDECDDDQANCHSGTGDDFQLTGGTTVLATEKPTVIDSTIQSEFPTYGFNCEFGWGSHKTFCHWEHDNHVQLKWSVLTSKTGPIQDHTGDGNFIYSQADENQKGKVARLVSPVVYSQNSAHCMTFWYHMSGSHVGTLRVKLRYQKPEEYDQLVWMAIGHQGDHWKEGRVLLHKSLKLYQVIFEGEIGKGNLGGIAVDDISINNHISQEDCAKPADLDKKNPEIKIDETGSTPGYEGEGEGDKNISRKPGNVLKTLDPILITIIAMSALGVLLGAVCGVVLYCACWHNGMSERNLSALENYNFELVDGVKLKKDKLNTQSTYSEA
MLLE-PAM2 inh: inhibitors of PABP1 MLLE–PAM2 peptide binding, primary screen, biochemical, fluorescence polarization, FITC-PAM2, GST-MLLE; hit rate 0.36% among 360,000; inhibition, % at 20 µM; in the data active = inhibition above about 35%, passing the limit was not always enough;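 also: plate controls were DMSO wells with GST-MLLE for no effect and wells lacking GST-MLLE protein for full effect; some results filed as inactive read as strong as hits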
Tb MetRS inh: T. brucei MetRS inhibitors, primary screen, biochemical, luminescence; methionyl-tRNA synthetase (Trypanosoma brucei brucei); purified T. brucei MetRS, ATP depletion, Kinase-Glo luminescence; inhibition, % at 11.9 µM; hit rate 0.4% among 360,000;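 active = inhibition above a per-plate cutoff of the control wells' mean inhibition plus 3 SD, cut at about 5.5% in these data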;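 also: 0% = DMSO wells median and 100% = median of wells with control inhibitor compound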
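assay system = parasite MetRS enzyme | timing = 15 min preincubation, 2 h reaction, all 25 °C | evaluation = percent inhibition relative to median high and low control wells | medium = HEPES buffer containing pyrophosphatase, BSA, spermine, DTT | compound = single dose, 11.9 µM final nominal, 0.9% final DMSO | detection = Kinase-Glo luminescence, ATP depletion format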
Active calls of the source: *; . = no result given.

SMILES | SKN-1 inh | E coli Lon inh | MsrA act | MsrA inhibitor | FAS-TE inh | MT1-MMP act inh | NRP1-CendR mod | MLLE-PAM2 inh | Tb MetRS inh
O=C(NCCc1ccccc1)c1ccccc1C(=O)NCCc1ccccc1 | -3 | 8 | 1 | -0.9 | -4 | -4 | 3 | 6 | -0.2
CS(=O)(=O)N(CC(=O)N1CCCCC1)c1ccc2c(c1)OCO2 | 0 | -13 | -2 | -0.6 | -7 | 1 | 2 | 1 | 0.1
O=C(Nc1cccc2cccnc12)c1cccc([N+](=O)[O-])c1 | 10 | 4 | -2 | 1.0 | 18 | 1 | 10 | -1 | -0.5
COc1ccc(OC)c(CN(CCCN2CCOCC2)C(=O)Nc2ccccc2)c1 | -23 | 1 | 1 | -1.2 | -7 | 5 | -8 | 4 | 0.8
COC(=O)[C@]12CCCCC=C1N(CCC1=CCCCC1)C(=O)[C@H](CC(=O)NCC1CCCCC1)C2 | -11 | -3 | -6 | 1.9 | 11 | -7 | -3 | . | -0.8
CCOC(=O)C1CCN(C(=O)COc2ccc(Br)cc2)CC1 | -1 | 0 | 0 | 0.8 | 1 | -1 | -5 | 13 | -0.4
O=S(=O)(c1ccccc1F)N1CCc2ccccc2C1 | 30 | -9 | -3 | -0.5 | 14 | -2 | 1 | -13 | -0.1
Nc1ncc([N+](=O)[O-])cc1S(=O)(=O)c1ccccc1 | 33 | 8 | -3 | 2.3 | -2 | 0 | 9 | -4 | 0.0
Cc1ccc2nc(-c3ccncc3)cc(C(=O)NCCc3ccc(F)cc3)c2c1 | -3 | 3 | -6 | 0.1 | 10 | 4 | -9 | -2 | -1.0
Cn1c(=O)c2c(nc(CN3CCC(C(N)=O)CC3)n2Cc2ccccc2F)n(C)c1=O | 10 | -4 | 1 | -0.4 | 1 | -2 | -1 | -1 | -0.7
Cc1ccc2ccc(C(Nc3ccccc3)c3ccc(Cl)cc3)c(O)c2n1 (stereo not drawn) | 9 | . | . | 0.6 | . | -4 | -5 | . | -0.9
CCOC(=O)CN1C(=O)C(=O)N(Cc2c(C)cc(C)cc2C)C1=O | 3 | -12 | -2 | 2.9 | -1 | 1 | -5 | 16 | -0.3
CC(C)(C)c1ccc(C(=O)OCC(=O)Nc2cccc(S(=O)(=O)NC3=NCCC3)c2)cc1 | 8 | -1 | -5 | 1.2 | 23 | 1 | -3 | -10 | -0.2
COc1ccccc1N1CCN(C(=O)CSc2nnc3n2C(C)(C)Cc2ccccc2-3)CC1 | -8 | 1 | -6 | -0.7 | -6 | 2 | -4 | -21 | -0.4
O=C(O)C1C2CCC1C(O)C2 (stereo not drawn) | -5 | 6 | -9 | 0.3 | -10 | -1 | 7 | 17 | -0.2
O=C(CSc1nc2[nH]c(=O)cc(O)c2s1)Nc1nccs1 | 3 | -1 | 0 | 1.7 | -3 | 1 | -9 | 19 | -0.2
S=C(NCc1ccccc1)N1CCN(c2ccccc2)CC1 | -1 | 6 | -7 | -0.2 | 2 | 2 | 9 | -136 | -0.6
O=C(NCCCO)C(=O)NCc1ccncc1 | 0 | 0 | -4 | -0.6 | -6 | 2 | 4 | -4 | 0.1
Cc1ccc(Sc2ccc(NC(=O)c3ccc(F)cc3)cc2C#N)cc1 | 4 | 1 | -3 | 0.3 | 9 | -11 | 7 | 5 | 0.5
CC(=O)c1ccc(N2CCN(CC(=O)NCc3ccccc3)CC2)cc1 | 3 | 4 | -4 | 3.8 | -2 | 2 | 3 | -7 | 0.3
COc1cccc(C(=O)Nc2cc(NC(=O)c3ccco3)ccc2OC)c1 | -6 | 0 | -2 | 0.1 | -2 | 2 | 12 | 6 | 0.4
Cc1ccc(NC(=O)CCn2cccc2)cc1C | 10 | 0 | -9 | 2.1 | -8 | 0 | 2 | -11 | -0.4
Cc1ccc(Sc2c([N+](=O)[O-])ncn2C)cc1 | -20 | 1 | -9 | 0.6 | 1 | -3 | -5 | 21 | -0.4
Cc1cc2oc(=O)cc(CN3CCN(c4ccc(Cl)c(Cl)c4)CC3)c2cc1Cl | -2 | -2 | -13 | -1.1 | 20 | 3 | 5 | 25 | -2.1
Cc1ccc(CNC(=O)c2ccc(N(C)S(=O)(=O)c3ccccc3)cc2)cc1 | 6 | 6 | -11 | 0.8 | 14 | -4 | 4 | -3 | -0.8
CCOC(=O)C1CCN(c2c(N(C)Cc3ccco3)c(=O)c2=O)CC1 | -3 | 4 | -1 | 1.3 | -1 | 2 | -10 | 2 | -0.1
CN(Cc1cnccn1)Cc1cn(Cc2ccccc2)nc1-c1ccc2c(c1)OCO2 | -8 | -2 | 0 | -0.2 | -7 | 1 | -4 | -5 | -0.3
CN(C)S(=O)(=O)Oc1ccsc1C(=O)Nc1ccc(C(F)(F)F)cc1 | 10 | -6 | 1 | -0.2 | 17 | 0 | 9 | -1 | -0.3
CCOc1ccc(CNC(=O)NS(=O)(=O)c2ccc(OC)cc2)cc1 | -14 | -7 | -14 | -0.5 | -2 | 3 | 4 | 8 | -0.8
C[C@H]1CN(c2ccc(Br)cc2)C(=O)[C@@H]1CC(=O)Nc1ccc(Br)cc1 | -1 | -9 | 0 | 1.0 | 18 | -4 | 4 | -8 | -0.7
CCOc1ccc(NC(=O)CN(C)C(=O)CCNC(=O)c2ccc(Br)cc2)cc1OCC | 7 | 8 | -4 | 0.8 | -1 | 10 | 15 | -4 | -0.6
Cc1ccc(OCCC(=O)NNC(=O)c2ccc(Br)cc2)cc1 | 10 | -9 | 1 | 0.0 | -3 | 0 | 4 | -4 | 1.0
Cc1nc2sc(C(c3cccc(F)c3)N3CCC(C)CC3)c(O)n2n1 (stereo not drawn) | -6 | -5 | -13 | -1.1 | -9 | 0 | 4 | -4 | -1.4
CC(=O)Oc1ccc(N(C(C)=O)S(=O)(=O)c2cccs2)cc1 | 13 | -5 | -2 | -0.2 | -4 | 2 | -3 | -2 | -0.1
C=CCNC(=O)c1cc(-c2ccccc2)sc1N | 7 | . | . | 0.4 | . | -3 | -18 | . | -0.6
O=C(NC1CCCC1)c1cnn2c(C(F)(F)F)cc(-c3ccco3)nc12 | 21 | -3 | -5 | 0.2 | 4 | -7 | -10 | 18 | -0.3
NC(=O)c1c(NC(=O)c2ccccc2Cl)sc2c1CCC2 | 7 | 0 | -3 | 0.3 | 6 | -1 | 20 | 0 | 0.9
O=C(Nc1ccc(F)cc1)Nc1cc(OCC(F)(F)F)cc(OCC(F)(F)F)c1 | 0 | 5 | 1 | 0.0 | 31 | -43 | -9 | 5 | 2.9
CCC(Cc1ccccc1)NC(=O)C1CCN(S(=O)(=O)c2c(C)noc2C)CC1 (stereo not drawn) | 12 | -1 | -3 | -0.1 | 11 | 4 | -8 | 3 | -0.2
CC1(C)CC(=O)c2cc(OCC(=O)NCCN3CCOCC3)ccc2O1 | 21 | -5 | -1 | 0.9 | -8 | 0 | 5 | 1 | -0.7

Among those listed so far, these contain a Cl atom.
SMILES | SKN-1 inh | E coli Lon inh | MsrA act | MsrA inhibitor | FAS-TE inh | MT1-MMP act inh | NRP1-CendR mod | MLLE-PAM2 inh | Tb MetRS inh
Cc1ccc2ccc(C(Nc3ccccc3)c3ccc(Cl)cc3)c(O)c2n1 (stereo not drawn) | 9 | . | . | 0.6 | . | -4 | -5 | . | -0.9
Cc1cc2oc(=O)cc(CN3CCN(c4ccc(Cl)c(Cl)c4)CC3)c2cc1Cl | -2 | -2 | -13 | -1.1 | 20 | 3 | 5 | 25 | -2.1
NC(=O)c1c(NC(=O)c2ccccc2Cl)sc2c1CCC2 | 7 | 0 | -3 | 0.3 | 6 | -1 | 20 | 0 | 0.9

Next structures follow.
SMILES | SKN-1 inh | E coli Lon inh | MsrA act | MsrA inhibitor | FAS-TE inh | MT1-MMP act inh | NRP1-CendR mod | MLLE-PAM2 inh | Tb MetRS inh
O=C1c2ccccc2C(Nc2cccnc2)N1Cc1ccccc1Cl (stereo not drawn) | 3 | -2 | 1 | -0.1 | 3 | -1 | -7 | 2 | -0.2
COc1ccc(N=C2SC(CC(=O)Nc3ccccc3)C(=O)N2CCc2ccccn2)cc1 (stereo not drawn) | 7 | -3 | -7 | -0.1 | 9 | 2 | 6 | -8 | 0.4
CCC(C(=O)NC1CCCCC1)n1c(SCc2cccc(C)c2)nc2ccncc21 (stereo not drawn) | 6 | 8 | -1 | 1.4 | 2 | 2 | 6 | -11 | 1.8
CC(NCc1ccccc1)c1ccccc1O (stereo not drawn) | -8 | 1 | -3 | -0.9 | -7 | 0 | -6 | 7 | -0.2
COc1ccccc1N1CCN(CCNC(=O)Nc2cccc(C)c2C)CC1 | 11 | 0 | -1 | 0.0 | 1 | 5 | 6 | -8 | 0.2
CCOC(=O)c1sc(NC(=S)NC(=O)c2ccco2)nc1C | -13 | 0 | -7 | 1.3 | -11 | 5 | -18 | 41* | -0.8
O=C(NCCN1CCN(c2ccccc2F)CC1)C1CCCN(S(=O)(=O)c2cnc[nH]2)C1 (stereo not drawn) | 13 | -3 | 0 | -0.5 | -7 | 1 | -10 | -6 | -0.4
O=C1/C(=C/c2ccco2)SC(=S)N1C1CCS(=O)(=O)C1 (stereo not drawn) | -5 | 4 | -5 | 0.9 | -1 | 5 | -7 | 35 | 0.2
CCCS(=O)(=O)c1ccc(COC(=O)Cc2ccc([N+](=O)[O-])cc2)cc1 | 14 | -3 | -2 | -1.6 | 28 | -2 | 10 | 5 | 0.1
Cc1ccc(N(CC(O)Cn2c3ccccc3c3ccccc32)S(C)(=O)=O)cc1 (stereo not drawn) | 22 | 0 | -3 | 1.0 | 19 | -1 | -6 | 7 | -0.9
O=C(COC(=O)CNC(=O)c1cccc([N+](=O)[O-])c1)Nc1cccc(S(=O)(=O)N2CCCCC2)c1 | 30 | 4 | 0 | 1.0 | 2 | 1 | -2 | -110 | -0.1
CCc1nc2c(OCc3ccccc3C)cccn2c1N(C)C(=O)C1CC1 | 2 | -8 | 0 | -0.3 | 1 | -9 | 4 | 7 | 0.3
CCN(CC)C(=O)C[n+]1cccc(/C=N/O)c1 | -2 | -6 | -6 | 0.8 | -11 | 6 | 3 | 17 | -0.7
OC(CNCc1ccccc1)c1ccccc1 (stereo not drawn) | -8 | 2 | -2 | 0.5 | -4 | -4 | 0 | -9 | -0.4
Cc1ccc2cc(C#N)c(NCCNC(=S)NCCCN3CCOCC3)nc2c1 | 2 | 1 | -1 | -0.6 | -2 | 5 | 4 | -53 | -0.2
O=C(NCC1CCCO1)c1cccc2c1C(=O)c1ccc(N3CCC(Cc4ccccc4)CC3)cc1S2(=O)=O (stereo not drawn) | 4 | -185 | -4 | . | -107 | -184 | 124 | -98 | -0.4

Single entries from above:
Entry of COc1ccc(N=C2SC(CC(=O)Nc3ccccc3)C(=O)N2CCc2ccccn2)cc1 (stereo not drawn) under Tb MetRS inh: 0.4
Entry of CCOC(=O)c1sc(NC(=S)NC(=O)c2ccco2)nc1C under E coli Lon inh: 0
